Compound activity (PubChem BioAssay)
aDG glyco act: increases alpha dystroglycan glycosylation | Pro5-aDG cells, alpha-DG glycosylation AlphaScreen (IIH6); 0% Pro5, 100% B10-LARGE cell signal | activation, % at 10 µM | 360,000 tested, 0.22% active | AID 624168;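 active means activation of at least 8% versus controls, or a plate z-score of at least 8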;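 further: Pro5 are CHO cells carrying HIG-tagged alpha-DG that lacks glycosylation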
MC4R antagonist: blocks human MC4R cAMP signaling. P32245. MC4R-expressing cells, MTII-stimulated cAMP, LANCE TR-FRET. inhibition, % at 6.5 µM. 360,000 tested, 0.48% active. AID 540295;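 active means inhibition above its plate's cutoff, the mean of tested wells on that plate plus 3 SD, cut at about 29% in these data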;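 further: 0% = Melanotan II alone and 100% = Melanotan II plus saturating MCL0020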
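material = U2OS cells stably expressing human melanocortin 4 receptor (MC4R) | also added = Melanotan II challenge | dosing = single nominal compound dose of 6.5 µM | detection = TR-FRET with Eu-cAMP and labeled anti-cAMP, 671 nm | replication = singlicate | timing = compound 30 min, challenge 1 h, detection 1 h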
PDI inh: PDI (human) enzyme inhibition; P07237; PDI insulin aggregation turbidity, A650, 90 min; inhibition, % at 10 µM; 350,000 tested, 0.052% active; AID 588391;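 active means mean inhibition across replicates of 30% or more, whatever share of single replicates reach that level; inconclusive means mean inhibition below 30% while every single replicate reaches 30%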;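 further: absorbance from insulin aggregation driven by PDI reduction with DTT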
HTR2A ag: activates the mouse 5-HT2A serotonin receptor; P35363; CHO-K1 mHTR2A beta-arrestin complementation, luminescence; percent of 30 µM serotonin response; activation, % at 7.6 µM; 360,000 tested, 0.66% active;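 active means activation above a run cutoff, the mean activation of all tested compounds plus 3 SD, cut at about 14% in these data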;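 further: 0% = plate median of compound wells and 100% = 30 µM serotonin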
MC4R barr agon: activates human MC4R beta-arrestin recruitment; 360,000 tested, 0.98% active; activation, % at 8.9 µM; U2OS MC4R beta-arrestin complementation, luminescence; percent of melanotan II response, DMSO zero;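 active means activation above a per-plate cutoff, the mean activation of sample wells on that plate plus 3 SD, cut at about 8% in these data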
N-glyco inh: blocks N-linked glycosylation in D54 reporter cells. reporter increase, % at 12.5 µM. 360,000 tested, 0.23% active. D54 ERlucT glycosylation luciferase reporter, 24 h; percent of 100 nM tunicamycin response;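 active means mean luciferase reporter signal, scaled so untreated is 0 and the glycosylation-blocking control 100, at or above a set limit in every replicate; inconclusive means mean reaches the limit but not every replicate does; inactive means mean below the limit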;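 further: luciferase carries N-glycosylation sites so blocking glycosylation raises the light; 0% = median of neutral control wells and 100% = median of 100 nM tunicamycin wells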
CaV13 ICDI inh: Primary screen for inhibitors of IQ motif and Ca2+-dependent inactivation inhibitor domain binding in CACNA1D, Förster resonance energy transfer in living cells, …; HEK cells, CFP/YFP FRET ICDI-IQ, plate reader, 10 min; percent FRET-ratio fall versus neutral wells; inhibition, % at 12.3 µM; 340,000 tested, 0.098% active;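 active means mean replicate inhibition of at least 30% and at least 1% of replicates passing that level; inconclusive means only one of the two criteria is met; inactive means neither criterion is met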;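 further: 0% = median of the neutral control wells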
Vif imaging: inhibitors of HIV Vif; HEK293T cells, Vif self-association by quenched fluorescence, imaging, 24 h; inhibition, % at 7.49 µM; 340,000 tested, 0.35% active; AID 602346; in the data active means inhibition above about 50%, passing the limit was not always enough; inconclusive means no clear call, values can overlap the other calls; inactive means below about 31%; further: some results filed as inactive read as strong as hits
ABCB6 inh MLPCN: human ABCB6 transporter inhibition. Q9NP58. K562-ABCB6 porphyrin accumulation, flow cytometry, 1 h; active compounds read low. fluorescence ratio to DMSO, % at 10 µM. 360,000 tested, 0.19% active. AID 602162;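 active means fluorescence ratio to DMSO below 75%, the collection mean minus 3 SD; inconclusive means too few cells collected in the well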;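 further: signal is porphyrin accumulated inside mitochondria; 100% equals median channel fluorescence of DMSO control wells; lower ratio means ABCB6 inhibition with less porphyrin fluorescence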
Target sequence (Q9NP58 whole entry, looked up): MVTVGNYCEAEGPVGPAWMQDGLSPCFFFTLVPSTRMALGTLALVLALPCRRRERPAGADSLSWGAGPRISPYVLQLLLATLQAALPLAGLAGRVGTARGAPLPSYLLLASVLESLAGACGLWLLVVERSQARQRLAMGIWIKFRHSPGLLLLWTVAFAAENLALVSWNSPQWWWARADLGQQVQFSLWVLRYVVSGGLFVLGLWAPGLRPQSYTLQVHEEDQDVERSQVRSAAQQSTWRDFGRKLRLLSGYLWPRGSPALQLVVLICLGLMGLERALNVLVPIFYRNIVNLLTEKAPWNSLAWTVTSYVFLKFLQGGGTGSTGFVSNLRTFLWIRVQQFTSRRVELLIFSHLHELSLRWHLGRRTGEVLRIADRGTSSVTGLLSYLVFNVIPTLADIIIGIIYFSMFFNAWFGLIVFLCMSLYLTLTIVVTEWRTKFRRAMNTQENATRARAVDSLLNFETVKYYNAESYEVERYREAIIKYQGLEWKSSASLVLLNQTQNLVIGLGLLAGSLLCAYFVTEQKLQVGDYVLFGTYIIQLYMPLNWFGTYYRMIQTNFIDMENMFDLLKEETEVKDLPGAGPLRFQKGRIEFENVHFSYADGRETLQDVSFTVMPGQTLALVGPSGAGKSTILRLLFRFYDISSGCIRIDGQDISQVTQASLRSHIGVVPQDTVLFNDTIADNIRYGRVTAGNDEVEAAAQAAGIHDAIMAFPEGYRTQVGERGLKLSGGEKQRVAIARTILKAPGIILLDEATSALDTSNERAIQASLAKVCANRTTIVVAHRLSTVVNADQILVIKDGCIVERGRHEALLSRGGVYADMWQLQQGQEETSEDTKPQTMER
H9c2 protect: myocardial damage modulation in H9c2 cells. AID 588492. H9c2 cardiomyocytes, H2O2 injury protection, ATPLite, 2 h. protection from H2O2 cell death, % at 20 µM. 360,000 tested, 0.63% active;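 active means compounds giving at least 50% protection of heart cells from peroxide-induced death in the single-dose screen, raw or plate-pattern-corrected value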;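 further: 0% = DMSO wells with peroxide and 100% = DMSO wells without peroxide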
* marks the source's active call; other numbers are inactive results; ? = inconclusive; . = no result given.

| structure | aDG glyco act | MC4R antagonist | PDI inh | HTR2A ag | MC4R barr agon | N-glyco inh | CaV13 ICDI inh | Vif imaging | ABCB6 inh MLPCN | H9c2 protect |
| --- | --- | --- | --- | --- | --- | --- | --- | --- | --- | --- |
| COc1ccc(-n2c(N)cc(=O)nc2SCC(=O)N2CCN(c3ccccc3)CC2)cc1 | 0.0 | 10 | 3 | 12 | -2.1 | 4 | -11 | . | 100 | 3 |
| Cc1cc(Cl)ccc1C(=O)C1CCCN(C(=O)CCn2cncn2)C1 (stereo unspecified) | -0.1 | 2 | -7 | 5 | -0.9 | 0 | -6 | -1 | 101 | -2 |
| COc1ccc(C(=O)N2C(=S)NC(=O)/C2=C\c2ccc(C)cc2)cc1 | -0.2 | 4 | -9 | 1 | 1.0 | 1 | -16 | 2 | 100 | -6 |
| COc1ccc(NS(=O)(=O)c2ccc3c(c2)N(C(C)=O)CCO3)cc1 | -0.2 | 3 | 4 | -1 | -2.0 | 4 | -4 | -1 | 107 | -7 |
| COc1ccc(S(=O)(=O)N2CCCCCC2)cc1C(=O)N(C)Cc1ccco1 | 0.3 | 15 | 6 | -1 | 0.7 | -1 | -6 | -4 | 100 | -5 |
| CN1CCN(NC(=O)c2ccc(Cl)cc2Cl)CC1 | -0.1 | 6 | -14 | 3 | -0.3 | 1 | -5 | -11 | 105 | 3 |
| O=C(Nc1ccc(S(=O)(=O)Nc2nccs2)cc1)C1CC(=O)N(c2ccc(Cl)cc2)C1 (stereo unspecified) | 0.1 | 6 | 2 | 3 | -0.5 | 0 | -3 | 35 | 96 | -2 |
| COc1ccc(CNC(=O)CSCc2ccccc2Cl)cc1 | 0.0 | -3 | -1 | 3 | -0.3 | 1 | -5 | -4 | 100 | 1 |
| CN(C)c1ccc(NC(=O)CN2CCC(NC(=O)C3CCCCC3)CC2)cc1 | -0.1 | 2 | 16 | 5 | -1.5 | -1 | -3 | 7 | 98 | -10 |
| Cc1nn(Cc2ccccc2)c(C)c1C(=O)OCC(=O)c1cc(C)n(C2CC2)c1C | 1.8 | 9 | 3 | 3 | -1.4 | -1 | . | -15 | 98 | -10 |
| S=C(c1ccc(N2CCOCC2)cc1)N1CCCCC1 | 0.0 | 3 | 6 | -1 | -1.0 | 0 | . | . | 99 | 4 |
| Cc1cccn2cc(-c3ccccc3)nc12 | 0.1 | -3 | -8 | -6 | -0.3 | -10 | . | 3 | 91 | -7 |
| COc1ccc(-c2cc3c(=O)n(CC(=O)NCc4cccnc4)nc(C)n3n2)cc1 | 0.2 | 2 | -8 | -5 | -0.4 | -2 | -5 | 2 | 100 | -2 |
| COc1ccccc1C(c1nnnn1C(C)(C)C)N1CCCc2ccccc21 (stereo unspecified) | 2.0 | 7 | -4 | 3 | 2.4 | -1 | . | 8 | 95 | -14 |
| CN(CC(=O)Nc1cccc(F)c1)C(=O)C1CC(=O)N(Cc2ccccc2)C1 (stereo unspecified) | -0.1 | 6 | 3 | -2 | -2.6 | 1 | . | -5 | 102 | 2 |
| COc1cccc(Cn2cnc3c(NS(=O)(=O)c4ccc(Cl)cc4Cl)c(C)c(C)cc32)c1 | 0.4 | -3 | -1 | 5 | 5.7 | -2 | 5 | . | 97 | 17 |
| O=C(c1ccc(Br)s1)N1CCCC1 | 0.1 | -3 | -10 | 8 | 1.3 | 2 | -9 | . | 104 | 2 |
| Cc1ccccc1Nc1n[nH]c(=S)s1 | 0.0 | 2 | -2 | 0 | -2.7 | 3 | -9 | . | 96 | -7 |
| O=[N+]([O-])c1ccccc1OCCCCN1CCCCC1 | -0.1 | 7 | -5 | -2 | 0.0 | 1 | -5 | . | 101 | 6 |
| COc1ccccc1CC(=O)N1CCN(S(=O)(=O)c2cccs2)CC1 | -0.1 | 8 | 4 | -2 | -2.4 | -3 | . | -4 | 92 | 5 |
| Cc1cccc(NC(=O)c2cccc(S(=O)(=O)N(C)C3CCCCC3)c2)n1 | -0.3 | -3 | -11 | 5 | -0.5 | -1 | -12 | -6 | 84 | 0 |
| Cc1cccc(C)c1C(OCCN(C)C)C1CCCCC1 (stereo unspecified) | -0.1 | 16 | 8 | -2 | 3.5 | -1 | -5 | 0 | 96 | 3 |
| Oc1ccccc1/C=N/NC(=S)NC1CC2C=CC1C2 (stereo unspecified) | 0.5 | -10 | -3 | 8 | 5.1 | 7 | -5 | -10 | 99 | 23 |
| COc1ccc(S(=O)(=O)/N=C2\C=C(NS(=O)(=O)c3ccccc3)C(=O)c3ccccc32)cc1 | 0.1 | -2 | 10 | 4 | -3.8 | 6 | -5 | 7 | 106 | -11 |
| COC(=O)c1ccc(NC(=O)c2cc3sccc3n2C)cc1 | 0.4 | -1 | 4 | -6 | 1.6 | 3 | -5 | . | 99 | -8 |
| CCOc1ccccc1NS(=O)(=O)c1c[nH]c(C(=O)OC)c1 | 0.0 | -5 | 6 | 0 | 0.4 | 3 | -6 | -6 | 100 | -10 |
| CCN(CC)C(=O)COc1ccc(-c2nnc(N3CCCCC3)c3ccccc23)cc1 | 0.0 | 5 | 3 | -4 | -0.1 | -2 | -5 | -3 | 100 | -1 |
| Cc1ccc2sc(N(CCCN(C)C)C(=O)c3nc4ccccc4s3)nc2c1C | 0.0 | 3 | 13 | -9 | 40* | -2 | -2 | -13 | 93 | -14 |
| O/N=C1/C2C3C(Br)C4C5CC(C1C53)C24 (stereo unspecified) | -0.2 | 21 | -5 | -4 | -0.4 | -2 | -5 | 8 | 102 | 3 |
| Cc1cc(C)nc(NS(=O)(=O)c2ccc(NC(=S)NC(=O)c3ccco3)cc2)n1 | -0.3 | 0 | -5 | 1 | -2.6 | -2 | 9 | -9 | 109 | 3 |
| COc1ccccc1CN1C(=S)SC(C)(C)C1NO (stereo unspecified) | 0.1 | 8 | -3 | -1 | -0.9 | 1 | -5 | 1 | 92 | -3 |
| CCOC(=O)C(Cc1ccnc2ccccc12)=NO | 0.3 | -3 | 7 | 5 | -2.8 | -2 | -6 | -4 | 96 | -13 |
| Cc1cc(C)n(-c2ncc(C#N)cn2)n1 | 0.0 | -3 | -4 | -1 | -1.5 | 0 | -4 | 9 | 106 | -3 |
| O=C1CSC2(C(=O)N3CCCc4cccc2c43)N1c1cccc(C(F)(F)F)c1 (stereo unspecified) | 0.2 | -1 | 6 | 0 | -0.2 | -3 | . | -15 | 97 | -5 |
| O=C(c1ccc(CS(=O)(=O)c2ccccc2)o1)N1CCN(c2ccccc2)CC1 | -0.2 | 2 | 12 | 0 | -0.2 | 3 | -3 | -8 | 96 | 2 |
| COc1cc(/C=N/O)cc(Cl)c1OC | -0.3 | -1 | 16 | 5 | -2.3 | -1 | -19 | 0 | 95 | 3 |
| Cc1nc(C)c(-c2csc(Nc3cccnc3)n2)s1 | 0.2 | 0 | -5 | 1 | -0.8 | 5 | -8 | . | 96 | -1 |
| COCCCNC(=S)NNC(=O)C(O)(c1ccccc1)c1ccccc1 | 0.1 | -1 | -3 | 1 | -0.8 | 1 | 0 | -3 | 92 | -3 |
| CN(CCC#N)C(=O)CC(Cc1ccccc1)C1CCOC(C)(C)C1 (stereo unspecified) | 0.0 | 6 | 5 | -1 | -0.6 | 0 | -2 | -2 | 96 | -1 |
| COC(=O)c1ccc(CN(c2ccccc2Cl)S(C)(=O)=O)cc1 | -0.1 | 6 | 2 | -4 | -2.0 | 1 | -7 | -6 | 97 | 3 |
| O=C(NNCc1ccccc1)c1ccccn1 | 0.2 | -2 | -3 | 0 | -1.6 | -9 | -6 | 2 | 101 | -2 |
| COC(=O)C1CCN(c2c([N+](=O)[O-])cc(C(F)(F)F)cc2[N+](=O)[O-])CC1 | 0.0 | -6 | -1 | 1 | 3.1 | -1 | 0 | . | 96 | -8 |
| CC(=O)c1c(C)[nH]c(C(=O)NCCc2c[nH]c3ccccc23)c1C | -0.1 | 10 | 2 | -2 | -2.4 | 6 | -5 | 0 | 98 | -2 |
| COc1cc(CN2CCNC(=O)C2CC(=O)N(C)Cc2ncc[nH]2)cc(OC)c1 (stereo unspecified) | 0.1 | 12 | 3 | 4 | 1.9 | -1 | -4 | -17 | 96 | -2 |
| O=C(C[n+]1cccc(NC(=O)c2ccccc2)c1)c1ccc(NC(=O)c2ccccc2)cc1 | 0.0 | 4 | 6 | -6 | -0.3 | 5 | . | -21 | 107 | -6 |
| C#CCOc1c(Cl)cc(C2C3=C(CCCC3=O)N(CC(=O)O)C3=C2C(=O)CCC3)cc1OC | 0.0 | 16 | -2 | -6 | 3.0 | 2 | 0 | 2 | 99 | -4 |
| C=CC[C@H](CC(=O)NCCO)C(=O)N[C@H](COC(=O)[C@H](CC=C)CC(=O)OC(C)(C)C)c1ccccc1 | -0.1 | 1 | -1 | 3 | -0.3 | -1 | -4 | -13 | 99 | 8 |
| COc1cc(OC)c(C=O)c(OC(=O)N2CCOCC2)c1 | -0.1 | 3 | -9 | -1 | 0.0 | 5 | -5 | 5 | 96 | 2 |
| CC1CCN(S(=O)(=O)N2CCC(C(=O)O)CC2)CC1 | -0.2 | 0 | -4 | 5 | 1.4 | -5 | -4 | 2 | 104 | 3 |
| O=C(c1cccnc1Cl)N(Cc1ccccc1)Cc1ccccc1 | -0.1 | -1 | 3 | -4 | -0.1 | 0 | -4 | -6 | 96 | -3 |
| COc1cc(CNc2nc3c(C)cc(C)cc3s2)ccc1O | 0.3 | -2 | 0 | -1 | -2.4 | 4 | -6 | 1 | 89 | -4 |
| C/C(=N/NC(=O)c1cnccn1)c1cccs1 | -0.4 | -5 | 2 | 5 | 0.4 | -5 | -2 | 2 | 93 | -1 |
| Cc1ccc(NC(=O)/C(=C\c2ccccc2)NC(=O)/C=C/c2ccccc2)cc1 | -0.1 | 3 | -1 | -7 | -3.5 | 3 | -5 | 0 | 92 | 0 |
| COc1ccc(C(=O)/C=C2/C(=O)Nc3ccccc32)cc1 | 0.3 | 11 | -5 | 0 | 1.2 | ? | -19 | 6 | 89 | -12 |
| c1cc(-c2ccc3nncn3c2)ccc1CN1CCOCC1 | 0.3 | 2 | -1 | 5 | -0.5 | 3 | -7 | 21 | 99 | 11 |
| CC(C)C(=O)Nc1ccccc1C(=O)OCC(=O)c1ccc2c(c1)OCCO2 | 0.1 | 3 | -6 | -2 | -0.3 | 0 | -6 | -9 | 97 | -9 |
| C=CC[C@H](CC(=O)N[C@H](CO)Cc1ccccc1)C(=O)N[C@H](COC(=O)[C@@H](CC=C)CC(=O)OC(C)(C)C)Cc1c[nH]c2ccccc12 | 1.0 | 11 | -3 | 2 | 8.3* | -2 | -5 | -2 | 95 | 5 |
